Screens from PubChem BioAssay.
ALOX12 inh – ALOX12 (human) lipoxygenase inhibition; P18054; Potency, µM (titrated, usually from 108 µM), for the others: at the highest dose activity change, negative = inhibition, most hits filed as inhibitors; 1.1% of 580,000 active; AID 1671190; purified 12hLO, xylenol orange hydroperoxide absorbance; active = well fitted inhibition curve with a large enough effect; inconclusive = small, poorly fitted or top-dose-only effect, or another doubt; inactive = no such curve, though single readings can be large or run the other way
Target sequence (P18054 whole entry, looked up): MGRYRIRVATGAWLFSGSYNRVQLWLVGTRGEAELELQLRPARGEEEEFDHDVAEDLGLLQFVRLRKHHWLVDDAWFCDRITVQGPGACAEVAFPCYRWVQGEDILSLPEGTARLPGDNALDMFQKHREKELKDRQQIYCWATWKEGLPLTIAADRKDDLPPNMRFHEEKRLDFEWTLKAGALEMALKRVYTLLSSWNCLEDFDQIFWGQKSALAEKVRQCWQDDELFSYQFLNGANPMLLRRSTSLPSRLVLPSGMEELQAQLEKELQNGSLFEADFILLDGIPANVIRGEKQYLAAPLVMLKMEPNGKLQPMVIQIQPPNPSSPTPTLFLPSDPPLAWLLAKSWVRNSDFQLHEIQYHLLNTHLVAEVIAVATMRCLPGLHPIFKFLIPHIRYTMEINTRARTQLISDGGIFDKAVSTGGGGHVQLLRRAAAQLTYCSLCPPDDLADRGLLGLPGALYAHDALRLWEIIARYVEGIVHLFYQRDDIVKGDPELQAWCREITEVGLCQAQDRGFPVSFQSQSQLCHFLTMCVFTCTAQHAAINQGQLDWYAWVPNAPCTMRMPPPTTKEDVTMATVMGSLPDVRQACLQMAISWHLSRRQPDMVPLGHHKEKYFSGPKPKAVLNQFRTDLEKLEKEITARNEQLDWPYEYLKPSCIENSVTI
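Hydroperoxide product was detected by ferrous iron/xylenol orange as the 573 to 405 nm absorbance ratio. Arachidonic acid at 40 uM (final) was turned over for 30 min at room temperature by 150 nM human 12hLO, pH 7.0 Hepes buffer, after 15 min compound preincubation.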
* marks the source's active call; other numbers are inactive results; u = inconclusive; [ ] = another dose, or the depositor's remark. % is set by controls: 0 for no effect and ±100 for the full control effect; potency is the fitted concentration of half-maximal effect. This is a subset (hit frequency here may not be typical).

structure | ALOX12 inh
O=C1NC2(CCN(Cc3cccc4ccccc34)CC2)Oc2ccccc21 | 28%
O=C(NC1CCCCC1)NC1CCc2nn(CC3CC3)c(=O)n2CC1 (stereo not drawn) | 26%
COc1ccc(C(=O)N2CCCC(c3noc(COc4ccccc4F)n3)C2)cc1 (stereo not drawn) | 1%
O=C(Nc1ccc(F)cc1)C(CCc1ccccc1)N1CCN(C(=O)c2ccco2)CC1 (stereo not drawn) | -1%
Cn1c(=O)n(C)c2cc(N3CCCCC3)c(NC(=O)COc3ccc(Cl)cc3)cc21 | -6%
COCCNc1nc2c([S+](=O)([O-])c3cc(OC)ccc3OC)nnn2c2ccccc12 | 9%[6.33 µM]
Cc1cc2nc3n(c(=O)c2n1CC(=O)NC1CCC(C)CC1)CCCCC3 (stereo not drawn) | u
O=C(NCc1ccco1)C1CCN(c2nccn3nc(-c4ccc(F)cc4)cc23)CC1 | 32%[activator]
CC(OC(=O)c1c[nH]c2ccccc12)C(=O)Nc1ccc(N2CCOCC2)cc1 (stereo not drawn) | 18%
CC(=O)Nc1ccc(NC(=O)Cn2ccn3nc4c(c3c2=O)CCCCC4)cc1 | u
CN(CC(=O)NC(=O)NC1CCCC1)CC(=O)Nc1ccc(Cl)c(C(F)(F)F)c1 | -9%
COC(=O)[C@@H]1Cc2ncn(Cc3ccccc3)c2CN1C(=O)CC(C)(C)C | 56%[activator][176 µM]

Remaining list, next part.
structure | ALOX12 inh
Cc1c(C(=O)N2CCOCC2)c(S(=O)(=O)NCCc2ccc(Cl)cc2)c(C)n1C | 7%
Cc1c(Cl)c(C(F)(F)F)nn1CC(=O)Nc1c(Cl)cccc1Cl | -6%
O=C1NCCCCCCN(C(=O)CC2CCCC2)[C@@H]2CCCC[C@H]12 | 49%[activator]
CS(=O)(=O)N1CCC(NS(=O)(=O)c2ccccc2F)CC1 | 1%
O=C(NCc1ccccc1)N1CCC(N2CC3CC(C2)[C@H]2CCCC(=O)N2C3)CC1 (stereo partly drawn) | 39%
CCc1nc(N2CCOCC2)ncc1C(=O)O | u
CCOc1c(OC)cccc1-c1nc2ccccc2s1 | 35%[activator]
COc1ccc(-c2cc(N3CCC(NC(=O)c4ccncc4)C3)n[nH]2)cc1 (stereo not drawn) | 44%[activator]
CN(CCOC(=O)c1cc2ccccc2o1)C1CN(Cc2cn(Cc3ccccc3C(F)(F)F)nn2)S(=O)(=O)C1 (stereo not drawn) | 0%
Cc1ncc(Cl)c(C(=O)N2CCCn3nc(CO)cc3C2)n1 | 64%[activator]
Cc1cc(=O)oc2cc(OCc3nc(C(C)(C)C)no3)ccc12 | -23%
CCC(C)NC(=O)c1ccc(-c2nnc3ccc(NC(=O)C4CC4)cn23)cc1 (stereo not drawn) | 37%[activator]

Carrying on.
structure | ALOX12 inh
COc1ccc(C(=O)N2CCC3(CCCN(Cc4cc(C(F)(F)F)cc(C(F)(F)F)c4)C3)CC2)cc1 | u
O=C(c1ccncc1)N1CCc2nc3cc(-c4ccccc4Cl)[nH]n3c(=O)c2C1 | 22%
O=C(NCC1CCN(c2cc(-c3ccccc3)[nH]n2)CC1)c1ccc2nc[nH]c2c1 | 62%[activator]
CCC(CC)(CC(=O)Nc1ccc2oc(C)nc2c1)C(=O)O | 21%
COC(=O)[C@@H]1Cc2ncn(Cc3ccc(Cl)cc3)c2CN1Cc1ccc(NC(C)=O)cc1 | 46%[activator]
O=C1NCc2ccccc2CC12CCN(Cc1cccc3ccccc13)C2 (stereo not drawn) | u
COC(=O)c1cc2c(c3c4cc(C)ccc4n(S(=O)(=O)c4cccc(C)c4)c13)C(=O)N(Cc1ccc(C(F)(F)F)cc1)C2 | -13%
CC(C)CC(=O)Nc1cc2c(cc1Sc1ccccc1Cl)n(C)c(=O)n2C | -6%
CCCCNC(=O)C1C(c2ccc(C(F)(F)F)cc2)=Nc2ccccc2N1C(=O)C1CCN(C(C)=O)CC1 (stereo not drawn) | -8%
Cc1ccccc1CC(=O)N1CCC(Cc2nc(-c3cnccn3)no2)CC1 | 40%
CNC(=O)NC(=O)C(C)OC(=O)c1csc(NCc2ccccc2)n1 (stereo not drawn) | -18%
CC(C)CNC(=O)CN1CCN(c2nc(C(F)(F)F)nc3ccccc23)CC1 | 4%

Continued:
structure | ALOX12 inh
CN1CC2(CCN(C(=O)CCCc3ccccc3)CC2)CC1C(=O)N1CCOCC1 (stereo not drawn) | 40%[activator]
CCN1CCC2(CC1)Cc1ccccc1CN(C(=O)CCCC(=O)O)C2 | 7%[6.33 µM]
Cc1ccc(-c2nc(CNC(=O)[C@@H]3C[C@@H](O)CN3)[nH]c2-c2ccccn2)cc1 | 78%[activator]
CCOC(=O)C(N)c1ccc(OC(C)C)cc1 (stereo not drawn) | -52%
CCC(=O)Nc1cccc(NC(=O)c2ccc(C)cc2)c1C | -5%
Cc1cc(C)cc(COC(=O)c2cnc(C)cn2)c1 | -16%
CCC(CC)C(=O)O | 1%[176 µM]
Cc1ccc(CC(=O)NC2CCN(c3cc(-c4cccs4)[nH]n3)C2)cc1 (stereo not drawn) | 39%[activator]
CC(C)c1ccc(/C=C(\C#N)C(=O)NC2CCCCCC2)cc1 | -1%
Cc1ccc(C(=O)C(C)OC(=O)c2cccs2)cc1 (stereo not drawn) | -9%
CC(=O)OC(C)c1ccccc1 (stereo not drawn) | -1%[176 µM]
O=C(c1ccccc1)N1CCC(c2nn(-c3ccccc3)c(=O)[nH]2)CC1 | 47%[activator]

New compounds follow.
structure | ALOX12 inh
COc1ccc(OC)c(NC(=O)Nc2cccc(-c3ccc(N4CCCCC4)nn3)c2)c1 | -3%
O=C(c1ccccc1F)N1CCC2(CC1)CC(c1cccnc1)=NO2 | 44%
O=C(CN1C(=O)NC2(CCCCC2)C1=O)Nc1ccc(C(F)(F)F)cc1 | 5%
CS[C@H]1SC[C@@H]2C(=O)N(C)[C@H](C(C)C)C(=O)OC[C@H](NC(=O)c3cnc4ccccc4n3)C(=O)N[C@H](C)C(=O)N(C)[C@@H]1C(=O)N(C)[C@H](C(C)C)C(=O)OC[C@H](NC(=O)c1cnc3ccccc3n1)C(=O)N[C@H](C)C(=O)N2C | u
Cc1noc([C@@H]2CN(C(=O)c3ccc4c(c3)OCO4)C[C@H]2CO)n1 | 7%
COc1ccc(CN2C(=O)CO[C@H]3CN(c4ccc(C#N)cn4)C[C@H]32)cc1 | 6%[176 µM]
COc1ccccc1C(=O)N[C@@H]1c2ccccc2C2(CCN(Cc3cccnc3)CC2)[C@H]1O | 7%
Cc1nc(C(=O)N2CC[C@H](N3CCN(C)CC3)[C@H](CCCO)C2)cs1 | u
CN(C)C(=O)CN1CCN(C(C(=O)O)c2c(-c3ccccc3)[nH]c3ccccc23)CC1 (stereo not drawn) | u
Cc1ccc(-c2nnn(Cc3coc(-c4ccccc4)n3)n2)cc1 | -28%
O=C(O)C(c1c[nH]c2cc(Cl)ccc12)N1CCN(Cc2cccs2)CC1 (stereo not drawn) | u
CC(=O)NCCNC(=O)CCc1nc(-c2ccccc2)c(-c2ccccc2)o1 | 34%[activator]

Other records.
structure | ALOX12 inh
COc1ccc(-c2noc(C(=O)O)c2[C@@H](C)NC(=O)c2ccccc2)cc1 | u
COc1ccc(CC(=O)N2Cc3ccccc3CC23CCCN([S+](C)(=O)[O-])C3)cc1 (stereo not drawn) | 0%[6.33 µM]
Cc1ccc(CNC(=O)C2CCc3nc(N4CCN(C(=O)C(C)C)CC4)sc3C2)o1 (stereo not drawn) | -2%
COCCNC(=O)C1COC2(CCN(C(=O)c3ccccc3F)CC2)N1C(=O)c1cccc(OC)c1 (stereo not drawn) | 51%[activator]
O=C1Nc2ccc(-c3ccccc3)cc2C(=O)N2CCN(C(=O)c3cccnc3)C[C@H]12 | -11%[176 µM]
CN1CC(=O)N(C2CCCNCC2)Cc2c(NCc3cccc(Cl)c3)ncnc21 (stereo not drawn) | -27%[6.33 µM]
C=CCOC(=O)C1=C(C)N=C2SC=C(CC(=O)NCC3CC3)N2C1c1ccc(OC)c(OC)c1 (stereo not drawn) | 10%
CCOC(=O)C1(Cc2ccccc2Cl)CCN(C(=O)c2ccsc2)CC1 | 13%
Cc1nc(NC(=O)c2cc(Cl)cc(Cl)c2)sc1C | u
COc1ccc2cc(CN(C)C(=O)c3ccc4c(c3)OCO4)ccc2c1 | -5%
COc1ccc(Nc2nc3ccccc3nc2NS(=O)(=O)c2ccc(F)cc2)c(OC)c1 | -23%
CN(c1ccccc1)c1cc(=O)c2ccnc(NC3CCOCC3)c2o1 | 9%[176 µM]

More entries:
structure | ALOX12 inh
C/C(CCc1oc2ccccc2c1-c1ccc(C)o1)=N\O | u
COc1cccc(-c2nc(SCc3cc(=O)c4cc(C)c(C)cc4[nH]3)n[nH]2)c1 | u
O=C(c1c(OCC2CC2)cc(=O)n2c1CCOCC2)N1CCCCCC1 | 41%
CC1(C)CCCC(C)(C#CCN2CCN(C(=O)c3ccccc3)CC2)O1 (stereo not drawn) | -3%
COCc1noc(CN2CCN(C)C3(CCC(=O)N(CC4CC4)CC3)C2)n1 (stereo not drawn) | 29%
O=C(NCC1(N2CCCCC2)CCCCC1)c1ccc(-n2cc(NC(=O)c3cccnc3)cn2)cc1 | 11%
Fc1ccc(N/N=C/c2cccc(Cl)c2)c(F)c1 | u
O=C1CCCC2=C1C(c1ccncc1)n1nc(-c3cccc(Cl)c3)nc1N2 (stereo not drawn) | 6%
O=c1nc2n(-c3ccc(Cl)c(Cl)c3)c3cc(Cl)ccc3cc-2c(=O)[nH]1 | u
CCN=C1NC(c2cccc(F)c2)C(C(=O)OC)=C(C)N1Cc1ccccc1C(F)(F)F (stereo not drawn) | -7%
Cc1nc(SCC(=O)Nc2ccc(C#N)cc2)n(CC(C)C)c1C | -3%
Cc1ccc2c(c1)N1C(=O)OC[C@@H]1CCN(C(=O)NC1CCCCC1)C2 | 15%[176 µM]

Later entries:
structure | ALOX12 inh
CCCCn1nnnc1C(Nc1ccccc1C(C)=O)C1CC1 (stereo not drawn) | -2%
CCCCOc1ccc(C(=O)N2CCC(c3n[nH]c(=O)n3Cc3ccc(C)cc3)CC2)cc1 | u
CCNC(=O)c1ccc(-c2cc(NC3CCCC3)nc3[nH]ccc23)nc1 | 46%[activator]
Cc1cccc(-n2c(C)c(C)c3c2ncn2nc(-c4ccncc4)nc32)c1C | 9%
COc1ccc(NC(=O)CCS(=O)(=O)c2ccc3c(c2)OCCO3)cc1Cl | u
N#Cc1cccc(-c2ccc3ncnc(N4CCNCC4)c3c2)c1 | -3%
CCOc1ccc(CC(=O)N2CCCC3(C2)Nc2cccnc2NC3=NC2CCCC2)cc1 (stereo not drawn) | 20%
COc1cccc(C2C(C(=O)OC(C)C)=C(C)N=C3SC=C(CC(=O)N4CCCC4)N32)c1OC (stereo not drawn) | 15%
COc1ccc2[nH]c(C)c(C(=O)CN3CCC(C(N)=O)CC3)c2c1 | u
Cc1c(C(=O)OCC(=O)NCC2CCCO2)sc2ccccc12 (stereo not drawn) | -16%
CCC(CC)NC(=O)C1Cn2cccc2C(=O)N1CC(C)C (stereo not drawn) | 48%[activator]
Cc1[nH]c2ccccc2c1C(=O)C(C)Cl (stereo not drawn) | u

Next section.
structure | ALOX12 inh
CCN(CC)c1nc2ccccc2nc1C(=O)Nc1ccc(F)c(Cl)c1 | 0%
Cc1ccc2c(C)nc(Nc3nc(C(C)C)cc(=O)[nH]3)nc2c1 | -28%
O=C(Nc1ccnn1C1CCN(C(=O)CCCc2ccccc2)CC1)c1cccc(F)c1 | -12%
Cc1nc2ccccc2nc1SC(C)C(=O)N(C)C (stereo not drawn) | 1%
Cc1cc(C(=O)NC2CC(C)(C)Cc3nc(N4CCOCC4)ncc32)nn1C (stereo not drawn) | 105%[activator]
COc1cc(C#N)ccc1OC(=O)c1ccc(F)cc1Cl | -14%
Cc1cc(Br)cc(C)c1OC(C)C(=O)O (stereo not drawn) | u
O=C(Cn1cccc1-c1nc(-c2ccc(F)cc2)no1)Nc1ccc(F)cc1 | -18%
Fc1ccc(CCC2CCCN(Cc3nccs3)C2)cc1F (stereo not drawn) | 32%[activator]
COc1ccccc1C(C)N(C)C(=O)c1csc2nc(-c3ccccc3C)cn12 (stereo not drawn) | 4%
O=C(CCc1nc2ccccc2s1)N[C@H](c1ccccn1)C1CC(O)C1 (stereo partly drawn) | 42%[activator]
CCCN(CCC)Cc1c(C)[nH]c2ccc(Br)cc2c1=O | 71%[activator]

Fetched by structure from the list above (four):
structure | ALOX12 inh
Cc1ccc2c(C)nc(Nc3nc(C(C)C)cc(=O)[nH]3)nc2c1 | -28%
O=C(CCc1nc2ccccc2s1)N[C@H](c1ccccn1)C1CC(O)C1 (stereo partly drawn) | 42%[activator]
COc1cc(C#N)ccc1OC(=O)c1ccc(F)cc1Cl | -14%
Cc1cc(Br)cc(C)c1OC(C)C(=O)O (stereo not drawn) | u

Arranged by value in ALOX12 inh (rising): some entries from above
SMILES | ALOX12 inh
O=C(Nc1ccnn1C1CCN(C(=O)CCCc2ccccc2)CC1)c1cccc(F)c1 | -12%
Cc1nc2ccccc2nc1SC(C)C(=O)N(C)C (stereo not drawn) | 1%
COc1ccccc1C(C)N(C)C(=O)c1csc2nc(-c3ccccc3C)cn12 (stereo not drawn) | 4%

Continuation:
structure | ALOX12 inh
Cc1nnc(-c2cc(-c3cccc(OC(F)(F)F)c3)ccn2)n1CCN1CCOCC1 | 68%[activator][176 µM]
O=C(O)CNS(=O)(=O)c1ccc(Cl)s1 | u
Cn1nccc1C(=O)N1C[C@@H](Oc2cccnc2)C[C@H]1C(=O)N1CCCC1 | 43%
CC(NCc1cccc(C#N)c1)c1ccc(Cl)cc1Cl (stereo not drawn) | -17%
COc1cccc(-c2ccnc(-c3nnc(C)n3CCN3CCOCC3)c2)c1 | -2%[176 µM]
